Bioassay records: PubChem BioAssay, National Center for Advancing Translational Sciences (NCATS)
GAA glycogen mod: qHTS Assay for Inhibitors and Activators of Human alpha-Glucosidase Cleavage of Glycogen | Lysosomal alpha-glucosidase (Homo sapiens), P10253 | recombinant GAA, glycogen substrate, Amplex Red glucose oxidase fluorescence | Potency, µM (series often up to 76.4 µM), for the others: at the top dose activity change, negative = inhibition, actives largely listed as inhibitors | actives 0.38% (n = 300,000) | AID 2100, 2009;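 note: potency is the fitted concentration of half-maximal effect; 0% = full enzyme reaction and -100% = no-enzyme basal signal; the screen sought inhibitors and activators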
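Recombinant human alpha-glucosidase (4 nM final) hydrolysed bovine liver glycogen (30 ug) for 40 min at 37 C in pH 5.0 citrate/phosphate with 0.01% Tween-20. Released glucose detected by glucose oxidase/Amplex Red, Ex 573/Em 610 nm. Compounds up to 77 uM; AC50 from Hill fits.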
aGlu spleen mod: qHTS Assay for Inhibitors and Activators of Human alpha-Glucosidase From Spleen Homogenate; human spleen homogenate, 4-MU-alpha-glucoside fluorescence; actives 0.006% (n = 240,000); AID 2112, 2009; Potency, µM (titrated, usually from 79.9 µM), without a hit: top-dose activity change, negative = inhibition, actives largely listed as inhibitors; Lysosomal alpha-glucosidase (Homo sapiens), P10253;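 note: potency is the fitted concentration of half-maximal effect; 0% = enzyme with vehicle and -100% = no enzyme basal signal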
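Compounds were titrated against alpha-glucosidase in spleen homogenate at pH 5.0, with 1 mM 4-methylumbelliferyl substrate for 40 min at 37 C. Reactions were quenched with pH 10 NaOH/glycine and fluorescence measured.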
CBFb-RUNX1 inh: qHTS Assay for Compounds Blocking the Interaction Between CBF-beta and RUNX1 for the Treatment of Acute Myeloid Leukemia; AlphaScreen CBFb-His/RUNX1-biotin binding, biochemical; Potency, µM (series often up to 59.8 µM), inactives show at the highest dose activity, negative = inhibition, usual class: inhibitors; Runt-related transcription factor 1 (Homo sapiens) + Core-binding factor subunit beta …; 230,000 tested, under 10 active; note: % of control where 0% means no effect
Target sequence (Q01196 whole entry, looked up): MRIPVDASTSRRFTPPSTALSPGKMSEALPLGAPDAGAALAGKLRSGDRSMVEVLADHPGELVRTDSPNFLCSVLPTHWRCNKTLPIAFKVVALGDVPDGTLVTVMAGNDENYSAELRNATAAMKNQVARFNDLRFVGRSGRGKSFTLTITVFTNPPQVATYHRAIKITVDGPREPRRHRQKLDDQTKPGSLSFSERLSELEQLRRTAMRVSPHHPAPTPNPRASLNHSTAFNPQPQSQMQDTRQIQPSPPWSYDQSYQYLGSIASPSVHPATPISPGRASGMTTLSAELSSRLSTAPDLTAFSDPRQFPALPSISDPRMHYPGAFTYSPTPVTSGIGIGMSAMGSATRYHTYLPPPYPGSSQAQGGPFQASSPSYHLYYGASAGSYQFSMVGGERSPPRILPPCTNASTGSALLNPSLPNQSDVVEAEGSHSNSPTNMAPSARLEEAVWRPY
Target sequence (Q13951 whole entry, looked up): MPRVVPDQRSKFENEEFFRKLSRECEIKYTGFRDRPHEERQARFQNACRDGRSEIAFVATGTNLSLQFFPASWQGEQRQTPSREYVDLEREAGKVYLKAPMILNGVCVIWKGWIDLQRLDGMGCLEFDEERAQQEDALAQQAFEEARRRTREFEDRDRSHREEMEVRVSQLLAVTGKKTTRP
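CBF-beta (His) and RUNX1 (biotin), 30 nM each; 20 min preassociation; + compound, 15 min; + beads 50 ng each (Ni, streptavidin), 90 min; RT; AlphaScreen read.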
HTT cytoprotect: qHTS Multiplex Assay to Identify Dual Action Probes in a Cell Model of Huntington: Cytoprotection (ATP); PC12 HTT-Q103 induced, cytoprotection, ATP luminescence, 40 h; Potency, µM (top dose mostly 56.4 µM), for the others: cytoprotection (ATP increase), most hits filed as activators; actives 0.14% (n = 230,000); AID 1471, 2008;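 note: potency is the fitted concentration of half-maximal effect; % of control where 0% means no effect; nearly all actives have a fitted effect of over 45% in size; toxic huntingtin expression switched on by the ecdysone agonist tebufenozide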
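Compounds were screened for protection of PC12 cells against cell death after tebufenozide induction (100 nM final) of mutant Huntingtin exon 1 (Q103) fused to GFP.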
HttQ103 aggreg: qHTS Multiplex Assay to Identify Dual Action Probes in a Cell Model of Huntington: Aggregate Formation (GFP) | Potency, µM (highest dose often 46.1 µM), for the others: at the top dose activity change, negative = inhibition, actives largely listed as inhibitors | PC12 HttQ103-GFP aggregates, Acumen cytometry, 40 h | AID 1688, 2009 | actives 1.1% (n = 220,000); note: potency is the fitted concentration of half-maximal effect; % is set by controls: 0 for no effect and ±100 for the full control effect; nearly all actives have a fitted effect of over 60% in size
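Ecdysone-promoter PC12 model expressing HTT exon 1 Q103 fused to GFP, induced by tebufenozide at 100 nM final. Compounds titrated; aggregates sized 1–25 µm scored on a 488 nm laser cytometer.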
GAA inhib: qHTS Assay for Inhibitors of Human alpha-Glucosidase as a Potential Chaperone Treatment of Pompe Disease; Potency, µM (titrated, usually from 76.9 µM), without a hit: at the top dose activity change, negative = inhibition, usual class: inhibitors; purified human GAA, 4-MU-alpha-glucoside fluorescence; Lysosomal alpha-glucosidase (Homo sapiens), P10253; actives 0.005% (n = 200,000);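 note: potency is the fitted concentration of half-maximal effect; plate controls were uninhibited enzyme wells for no effect and no-enzyme background for full effect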
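Enzyme (4 nM final) mixed with compound (up to 77 uM), then 4-MU-alpha-D-pyranoside (400 uM final) added; 20 min at room temperature, pH 5.0. Reaction stopped at pH 10, fluorescence read, AC50 derived by Hill fit.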
Lamin A splicing: qHTS Assay for Modulators of Lamin A Splicing; Potency, µM (doses to about 46.1 µM), without a hit: at the highest dose ratio change, negative = inhibition, usual class: inhibitors; actives 0.01% (n = 200,000); HeLa LMNA splicing GFP/RFP minigene ratio, 48 h; AID 1487, 2009; active = well fitted inhibition curve with a large enough effect in the signal ratio, with a control signal flat, not every such curve was filed as active; inconclusive = small, poorly fitted or top-dose-only effect, or effect the other way, or a change in a side signal; the % refers to the signal ratio; note: potency is the fitted concentration of half-maximal effect; % is set by controls: 0 for no effect and ±100 for the full control effect
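S3 HeLa cells stably expressing lamin A-EGFP splicing minigene plus DsRed2, 600 cells/well, 48 h compound exposure at 37C. Laser-scanning cytometry; analysed as GFP (500-530 nm)/RFP (575-640 nm) total intensity ratio; 0.5% DMSO vehicle.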
* hit, by the source's call; ? = inconclusive; . = no result given; & = joins results of further samples; [ ] = remark or other dose. Unless noted, calls come from the whole dose curve; as a rule, active = well fitted curve in the direction sought with a large enough effect; inconclusive = small, poorly fitted or top-dose-only effect, or another doubt; inactive = no such curve, though single readings can be large; an effect the other way counts as inactive or inconclusive.

smiles | HTT cytoprotect | aGlu spleen mod | GAA inhib | Lamin A splicing | CBFb-RUNX1 inh | HttQ103 aggreg | GAA glycogen mod
O=C(CSc1nnc(-c2ccc3c(c2)OCCO3)o1)NC1CCCCC1 | -3% | 8% | 1% | 7% | 1% | -19% | 6%
CN(C)c1ccc(C=NCCc2ccc(S(N)(=O)=O)cc2)cc1 | 23% | -7% | 5% | . | -1% | 7% | -18%
CCN(CC)C(=O)C1CCCN(c2ccc([N+](=O)[O-])cc2/C=N/NC(=O)c2cccc([N+](=O)[O-])c2)C1 (stereo not drawn) | -35% | 0% | -6% | -3% | 3% | -11% | 0%
CCc1cccc(NC2c3ccccc3C(=O)N2c2cccnc2)c1 (stereo not drawn) | -7% | -13% | -2% | -12% | 5% | -8% | 6%
CCCCNC(=O)C(=O)c1ccccc1NC(C)=O | -13% | -8% | 0% | 0% | -3% | 9% | -2%
COC(=O)c1ccc(NC(=O)C(=O)N2CCN(C(=S)Nc3ccc(OC)cc3)CC2)cc1 | ? | 1% | -1% | ? | -2% | 0% | 11%
NCCC(O)C(=O)NC1C[C@@H](N)[C@H](O[C@@H]2OC(CN)C(O)C(O)C2O)C(O)[C@H]1O[C@H]1OC(CO)C(O)C(N)C1O (stereo partly drawn) | -24% | 3% | . | . | ? | . | .
Cc1ccccc1CC1S/C(=N/N=C/c2ccco2)NC1=O (stereo not drawn) | -5%[10 µM] | 7% | . | . | -12% | -7%[9.22 µM] | 5%
Cc1ccc(N(CC(=O)Nc2ccc(S(=O)(=O)N3CCOCC3)cc2)S(C)(=O)=O)cc1C | 1% | -5% | ? | 1% | 5% | 11% | 3%
CCOC(=O)c1nc2ccccc2c(=O)[nH]1 | 6%[10 µM] | 3% | -14% | . | 5% | 0%[9.22 µM] | 1%
Cc1cc(C(F)(F)F)c(C#N)c(N2CCOCC2)n1 | 4% | -5% | -9% | 0% | 8% | -6% | 3%
Cc1ccc(Sc2ncccc2C(=O)NC2CCCCCC2)cc1C | -3%[10 µM] | -3% | 4% | -2% | 1% | ? | 9%
NC(=O)Nc1ccc(Nc2ccccc2)cc1 | 9%[10 µM] | -15% | . | . | -8% | -7%[9.22 µM] | ?
CC(=O)Nc1ccc(NC(=O)C2CC(=O)N=C(N)S2)cc1 (stereo not drawn) | -1% | -3% | -1% | 13% | 0% | -11% | 2%
Cc1[nH]nc(SCC(=O)Nc2cccc(O)c2)c1[N+](=O)[O-] | 15%[10 µM] | 1% | 3% | -7%[46 µM] | -10% | -4% | 4%
CC1CCN(S(=O)(=O)c2ccc(Cl)cc2Br)CC1 | -19%[10 µM] | 2% | -7% | ? | 24% | -16% | -2%
CC(C)NC(=O)c1ccccc1S(=O)(=O)c1ccccc1C#N | -10% | 3% | -4% | ? | 7% | 1% | -3%
CCOC(=O)c1cnc(-n2nc(C)cc2C)nc1NCc1ccccc1 | -1%[0.074 µM] | -5% | -2% | ? | -26% | ? | 1%
CCOCc1nnc(NC(C)=O)s1 | 6% | 6% | 0% | 7% | 2% | 4% | 5%
O=C(O)C1C2C=CC(C2)C1C(=O)NC1CCS(=O)(=O)C1 (stereo not drawn) | 18%[10 µM] | 5% | -5% | 2% | 10% | 6% | 6%
Cc1cc(C)cc(Nc2nc(-c3ccc(S(=O)(=O)N4CCCC4)cc3)cs2)c1 | 9%[10 µM] | -4% | 6% | ? | 0% | ? | -4%
CCN(CC)c1ccc(C(=O)OCC(=O)NC2CCCCC2C)cc1 (stereo not drawn) | 2% | 8% | 5% | 15% | 4% | 9%[9.22 µM] | 1%
O=C(O)Cc1nn(Cc2ccc(Br)cc2F)c(=O)c2ccccc12 | -14% | 3% | . | . | 11%[21.7 µM] | -8% | .
O=C(COC(=O)c1ccccn1)Nc1ccccc1OC(F)F | -16% | 8% | -4% | . | ? | -1% | -18%
CCC(C(=O)Nc1ccccc1C(=O)N1CCCC1)N1C(=O)c2ccccc2C1=O (stereo not drawn) | 14% | -11% | 5% | 2% | -9% | 13% | 0%
C/C(N)=C(/C#N)C(=O)CSc1nc(C2CCCCC2)n(-c2ccccc2)n1 | -12% | -13% | -12% | 21% | 20% | -22% | 1%
COc1ccccc1Oc1nc([N+](=O)[O-])nn1CC(N)=O | 5% | -7% | -4% | . | -2% | -14%[9.22 µM] | -3%
CCOC(=O)N1CCN(CC(=O)Nc2ccc(F)c(F)c2F)CC1 | -28% | 1% | -1% | . | 1% | 0% | 10%
O=C(O)c1cnn(-c2ccccc2)c1-n1cccc1 | 43%[10 µM] | -8% | 0% | -3% | -1% | 4% | 3%
CCC(C)(C)NC(=O)C(c1cccnc1)N(C(=O)c1csnn1)c1ccccc1 (stereo not drawn) | -11%[10 µM] | 3% | 11% | . | 19% | -21%[9.22 µM] | -8%

Next part; it opens with the two that closed the last part.
smiles | HTT cytoprotect | aGlu spleen mod | GAA inhib | Lamin A splicing | CBFb-RUNX1 inh | HttQ103 aggreg | GAA glycogen mod
O=C(O)c1cnn(-c2ccccc2)c1-n1cccc1 | 43%[10 µM] | -8% | 0% | -3% | -1% | 4% | 3%
CCC(C)(C)NC(=O)C(c1cccnc1)N(C(=O)c1csnn1)c1ccccc1 (stereo not drawn) | -11%[10 µM] | 3% | 11% | . | 19% | -21%[9.22 µM] | -8%
CCc1nnc(NC(=O)C2CCCO2)s1 (stereo not drawn) | 24%[10 µM] | 0% | 5% | . | -1% | 5%[9.22 µM] | 4%
CN(C)c1ccc(/C=N/N=C2/SC(CC(=O)O)C(=O)N2c2ccc(O)cc2)cc1 (stereo not drawn) | -36%[inhibitor] | -3% | 3% | . | -21% | 6%[9.22 µM] | 13%
COc1ccc(/C=C2/SC(=S)N(CCC(=O)O)C2=O)cc1 | -15% | -14% | 11% | ? | -3% | -7% | 9%
CCOc1ccc(CC(=O)Nc2ccc(S(=O)(=O)Nc3cc(C)on3)cc2)cc1OCC | -27% | ? | -7% | 3% | -3% | 12% | 1%
CCOc1cc(N2CCOCC2)c(OCC)cc1NC(=O)c1cc(C)cc(C)c1 | -67%[inhibitor] | 0% | -5% | 3%[46 µM] | -6% | -9% | 7%
Cc1ccc(-c2nn(-c3ccccc3)cc2C(=O)O)o1 | -14% | -6% | -7% | -9%[46 µM] | ? | 12% | 18%
Cn1c(N)c(C(=O)COC(=O)COc2ccc3ccccc3c2)c(=O)n(C)c1=O | -11% | -2% | ? | ? | -8% | -10% | -1%
CC(/C=C\C=C\c1ccccc1)=N\NC(=O)c1cncc(Br)c1 | -20% | -3% | -1% | -28%[46 µM] | 7% | -13% | -8%
COc1ccccc1NC(=O)CSc1nnc(C)n1CC1CCCO1 (stereo not drawn) | -8%[10 µM] | 0% | 1% | -9% | 7% | -7% | -1%
N/C(=N\N=C\c1cccc([N+](=O)[O-])c1)c1nonc1N | -19%[10 µM] | 2% | . | . | 11% | 0%[9.22 µM] | -5%
CCn1c(=O)[nH]c2cc(Cl)c(Cl)cc21 | 0% | -4%&-4% | . | ? | 13% | . | .
Cc1ccc(SCCC(=O)NCc2ccco2)cc1 | -13% | -9% | -8% | -8% | 2% | 9% | 1%
Cc1ccccc1-c1ccc2ncnc(NCCN3CCOCC3)c2c1 | -62%[inhibitor] | 5% | . | -10% | . | . | .
CC[C@H](C)[C@@H]1NC(=O)c2cc([N+](=O)[O-])cc(F)c2NCCCC[C@@H](C(N)=O)NC(=O)[C@H](CCCCN)NC1=O | . | -7% | -6% | ? | 1%[2.36 µM] | -4% | 1%
COc1ccc(NC(=O)CC2C(=O)NCCN2C(=O)c2ccc(N(C)C)cc2)cc1 (stereo not drawn) | -5%[10 µM] | 8% | . | . | 3% | -8%[9.22 µM] | -7%
COc1ccccc1NC1=NC(C)(C)N=C(N)N1 | -25% | -7% | 6% | ? | 1% | ? | -1%
CCS(=O)(=O)N1CCC(C(=O)N2CCN(Cc3ccccc3)CC2)CC1 | 21% | -6% | 0% | ? | -2% | 7% | 20%
COC(=O)c1ccc(S(=O)(=O)NCc2ccccc2)n1C | 6%[10 µM] | 0% | . | . | -6% | -16%[9.22 µM] | 2%
C[C@]12C=CC(=O)C=C1CCC1C3CC[C@](O)(C(=O)CO)[C@@]3(C)CC3OC312 (stereo partly drawn) | . | 4% | 7%[15.4 µM] | ? | -2% | 3% | 1%
Cc1ccc(-c2nc3ccccc3nc2Cl)cc1 | -11%[10 µM] | -8% | -10% | -8%[46 µM] | 4% | -9% | 3%
CCN1CCN(C(c2ccccc2OC)c2nnnn2C2CCCCC2)CC1 (stereo not drawn) | -5%[10 µM] | 0% | -7% | -4% | 4% | -11% | 2%
COc1ccc(CNc2nc3nc(C)c(Cl)c(C)n3n2)cc1 | -8%[10 µM] | -1% | . | . | -2% | 3%[9.22 µM] | 5%
O=C(C[n+]1cnn(CC(=O)c2ccc(Cl)cc2Cl)c1)c1ccc([N+](=O)[O-])cc1 | -3%[1.9 µM] | -10% | 0% | 3% | -13% | 4% | 7%
CCCCCC(=O)Oc1cccc(N2C(=O)C3CCCCC3C2=O)c1 (stereo not drawn) | -19% | 1% | 2% | . | 4% | -13% | 5%
CCCSC1=C(C#N)C(c2ccccc2OCC)CC(=O)N1 (stereo not drawn) | -2%[1.9 µM] | 3% | -8% | 20% | 4% | -5% | 3%
Brc1ccc(C=Nc2ccc3c(c2)OCCOCCOCCO3)s1 | 5%[10 µM] | -9% | 0% | -3% | -5% | -16% | -20%
CC(=O)c1ccccc1NC(=O)COC(=O)c1ccccc1NC(=O)c1ccccc1 | -2%[10 µM] | 2% | 0% | -11% | -7% | 9% | 4%
CN(C)CCCNc1ccc(-c2cc(Nc3cccc(Cl)c3)ncn2)cn1 | -4%[10 µM] | 11% | . | . | 8% | -37%[9.22 µM] | -4%
O=C(Oc1c(-c2ccccc2)c(=O)n2c3c(cccc13)CC2)c1ccc(F)cc1 | 5%[10 µM] | -2% | . | . | 6% | -1%[9.22 µM] | 8%
